E-selectin induc = induces E-selectin expression in human endothelial cells; P16581; HUVEC E-selectin immunofluorescence imaging; normalized: neutral wells 0, TNF-alpha wells 100; activation, % at 7.58 µM; 260,000 compounds, 0.37% hits;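 active means mean E-selectin-positive cell signal at least 10% of the positive control, reached in at least 60% of replicates, without over 20% cell loss; inconclusive means no rule given, readout overlaps actives, possibly toxicity-flagged; inactive means the rest, including those meeting only one limit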;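 further: in these data hits start at about 27%; measured in HUVEC primary endothelial cells; signal is the percent of cells scored E-selectin positive by PE staining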
Target sequence (P16581 whole entry, looked up): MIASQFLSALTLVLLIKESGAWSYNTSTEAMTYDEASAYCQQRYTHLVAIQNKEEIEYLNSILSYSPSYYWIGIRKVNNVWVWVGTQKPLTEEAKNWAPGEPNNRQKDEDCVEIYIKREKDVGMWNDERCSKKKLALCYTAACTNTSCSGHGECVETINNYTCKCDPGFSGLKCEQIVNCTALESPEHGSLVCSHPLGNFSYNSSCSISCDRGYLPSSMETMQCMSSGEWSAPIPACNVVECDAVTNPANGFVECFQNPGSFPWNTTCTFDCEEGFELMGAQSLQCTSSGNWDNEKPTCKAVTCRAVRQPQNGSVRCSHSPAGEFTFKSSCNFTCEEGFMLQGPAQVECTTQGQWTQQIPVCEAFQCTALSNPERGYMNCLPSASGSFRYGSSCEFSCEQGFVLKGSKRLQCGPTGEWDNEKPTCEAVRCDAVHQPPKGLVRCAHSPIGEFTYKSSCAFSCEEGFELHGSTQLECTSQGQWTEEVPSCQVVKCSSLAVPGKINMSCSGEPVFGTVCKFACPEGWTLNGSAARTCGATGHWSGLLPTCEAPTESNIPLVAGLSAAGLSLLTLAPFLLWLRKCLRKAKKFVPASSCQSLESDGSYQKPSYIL
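Assay system: HUVEC, human umbilical vein endothelial cells / Amount: 3,000 HUVEC/well / Controls: TNF-alpha positive control, DMSO neutral control / Compound dosing: single concentration / Medium: EGM-2 over gelatin coat / Evaluation: percent E-selectin-positive cells / Signal: immunofluorescence imaging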
PglD inh = blocks C. jejuni PglD acetyltransferase activity; purified PglD enzyme, DTNB colorimetric CoA detection; inhibition, % at 12.5 µM; 360,000 compounds, 0.098% hits; in the data active means inhibition above about 16%, passing the limit was not always enough; inconclusive means no clear call, values can overlap the other calls; further: strong numbers were not always called active
Statin myotox sup = suppression of simvastatin myotoxicity; C2C12 myotubes + simvastatin, ATP luminescence, 48 h; scaled: DMSO 0, geranylgeraniol control 100; rescue of ATP level, % at 7.49 µM; 330,000 compounds, 0.78% hits;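 active means mean ATP rescue above about 67%, or every replicate alone reaching that limit, limit read from the data, passing the limit was not always enough; inconclusive means no clear call, values can overlap the other calls; inactive means mean under the limit and some replicate under it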;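 further: myotubes were challenged with 10 µM simvastatin during compound exposure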
S100A4 MyoIIA = inhibitors of human S100A4 binding to myosin IIA peptide; P26447; S100A4/TAMRA-MyoIIA peptide fluorescence polarization; inhibition, % at 10.7 µM; 360,000 compounds, 0.14% hits;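 active means mean inhibition of at least 70% across replicates, with every replicate also reaching that level; inconclusive means mean inhibition reaches 70% but some replicates fall short; inactive means mean inhibition below 70%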
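Material: S100A4 monomer (human). Medium: Calcium-containing HEPES buffer, pH 7.2. Probe or stimulus: labelled myosin peptide probe, 5 nM. Compound dosing: one concentration per compound. Timing: polarization read 5 min after assay mix addition, stable 5–60 min. Benchmarks: DMSO as neutral control, TFP as positive control.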
DENV2 CPE rescue = DENV2-induced cell death inhibition. CPE inhibition, % at 9.99 µM. AID 651640. DENV2-infected cells, cytopathic effect rescue, plate reader. 350,000 compounds, 1.7% hits; in the data active means CPE inhibition above about 20%, passing the limit was not always enough; inconclusive means no clear call, values can overlap the other calls; tested in BHK-21 cells;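 further: 0% = median of neutral control wells and 100% = median of positive control wells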
ERp5 inh = blocks human ERp5 reductase activity on insulin; Q15084; ERp5 insulin aggregation, absorbance 650 nm, 90 min; inhibition, % at 9.99 µM; 350,000 compounds, 0.05% hits; AID 651711;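 active means mean replicate inhibition above about 25%, with every replicate also reaching it, limit read from the data, passing the limit was not always enough; inconclusive means only one of those two criteria met; inactive means neither criterion met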
Target sequence (Q15084 whole entry, looked up): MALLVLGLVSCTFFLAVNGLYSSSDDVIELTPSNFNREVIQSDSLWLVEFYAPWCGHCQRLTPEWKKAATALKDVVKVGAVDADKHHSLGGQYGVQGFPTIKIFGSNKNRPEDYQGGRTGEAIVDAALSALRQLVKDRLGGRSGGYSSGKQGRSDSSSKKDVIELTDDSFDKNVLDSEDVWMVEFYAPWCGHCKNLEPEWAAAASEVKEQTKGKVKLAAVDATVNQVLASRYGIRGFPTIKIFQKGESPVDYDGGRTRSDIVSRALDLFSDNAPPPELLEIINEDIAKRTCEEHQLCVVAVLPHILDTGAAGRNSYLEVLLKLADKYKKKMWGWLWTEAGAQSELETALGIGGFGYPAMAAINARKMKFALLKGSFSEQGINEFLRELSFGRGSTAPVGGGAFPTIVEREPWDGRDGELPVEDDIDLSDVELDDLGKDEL
SIRT5 block = inhibitors of human sirtuin-5 desuccinylase | 330,000 compounds, 1.1% hits | inhibition, % at 15 µM | Purified SirT5, succinyl-peptide AMC, trypsin-coupled fluorescence; in the data active means inhibition above about 15%; inconclusive means no clear call, values can overlap the other calls
An asterisk follows results filed as active; ? = inconclusive; nt = not tested or not shown; & = joins results of further samples. These rows are one share of the data. The share of hits here may be higher or lower than overall.

SMILES | E-selectin induc | PglD inh | Statin myotox sup | S100A4 MyoIIA | DENV2 CPE rescue | ERp5 inh | SIRT5 block
O=C(O)C[C@H]1C=C[C@@H](NC(=O)c2ccncc2)[C@H](CO)O1 | 0.0 | 5 | -2 | 3 | 0 | 1 | -3
CC(C)NC(=O)Nc1ccc2c(c1)CC(=O)N([C@H](C)CO)C[C@H](C)[C@H](CN(C)C(=O)Nc1ccc(F)cc1)O2 | -0.1 | 1 | 7 | nt | 13 | 1 | 3
C[C@@H]1C(=O)O[C@@H]2[C@H](O)C34[C@H]5C[C@@H](C(C)(C)C)C36[C@H](OC(=O)[C@@H]6O)OC4(C(=O)O5)[C@@]12O (some centres not stated) | 0.0 | -7 | -2 | 4 | -4 | 3 | nt
O=S1(=O)N=C(Nc2ccc(N3CCOCC3)c(Cl)c2)c2ccccc21 | nt | nt | nt | 6 | 11 | 3 | 0
COc1ccc(NC(=O)N(C)C[C@@H]2Oc3ccc(NC(=O)c4ccncc4)cc3CC(=O)N([C@@H](C)CO)C[C@H]2C)cc1 | 72* | -5 | 3 | -13 | 15 | -1 | 0
Cc1nc2cc(NC(=O)N3CCCC3)ccc2n1C | -1.0 | -2 | 7 | 3 | 7 | 2 | 3
O=C(Cc1ccccc1)Nc1ccc(F)cc1 | nt | nt | nt | 1 | nt | -1 | 9
CCOC(=O)CC1C(=O)NCCN1C(=O)c1ccc(Cl)cc1Cl (configuration not stated) | 0.8 | 3 | 3 | -1 | -1 | 0 | -2
N#CC(c1ccc(Cl)cc1)N1CCOCC1 (configuration not stated) | nt | 7 | -3 | 1 | nt | 3 | -5
N/C(=N\S(=O)(=O)c1ccc(Cl)cc1)N1CCOCC1 | nt | -8 | 1 | -1 | 19 | 3 | -2
O=C(O)[C@@H]1CC(O)CN1C(=O)CCc1c[nH]c2ccccc12 (some centres not stated) | nt | 1 | -4 | 7 | -1 | 3 | -1
CCNC(=O)C1(C)CCCN(Cc2ccc3ccccc3c2Br)C1 (configuration not stated) | 0.1 | -6 | -15 | -5 | 1 | 6 | nt
CNC[C@@H]1Oc2c(NS(=O)(=O)c3cn(C)cn3)cccc2C(=O)N([C@@H](C)CO)C[C@H]1C | 0.6 | 1 | -4 | 7 | 0 | -4 | 5
COc1ccc2c(CN3CCN(c4ccccc4OC)CC3)cc(=O)oc2c1 | -0.2 | 2 | 2 | 4 | -2 | 1 | 0
O=C(COc1ccc(Cl)cc1Cl)NC(=O)c1ccccc1 | nt | 2 | 2 | -5 | -1 | 5 | -1
C[C@@H]1CN([C@@H](C)CO)C(=O)c2cc(NC(=O)CCCN(C)C)ccc2O[C@@H](C)CCCCO[C@H]1CN(C)Cc1ccc(C(F)(F)F)cc1 | -0.1 | 1 | nt | 8 | 17 | -1 | -1
CCOC(=O)C(Cc1c(F)cccc1Cl)c1ccnc2nc(N)nn12 (configuration not stated) | 5.6 | nt | nt | -7 | 1 | -4 | -7
COc1ccc(C=CC(=O)c2c(N)n(C)c(=O)n(C)c2=O)cc1 | 0.7 | nt | nt | -1 | 19 | -5 | nt
CCCNC(=O)CSc1ccc(S(=O)(=O)N2CCCCC2)cn1 | 3.8 | 4 | -6 | -1 | 3 | 0 | 2
CC(C)CC#Cc1ccc2c(c1)O[C@@H](CN(C)Cc1cncnc1)[C@H](C)CN([C@@H](C)CO)S2(=O)=O | 0.1 | -1 | -49 | 65 | 24* | 0 | -2
COC(=O)COc1cccc2c(=O)n(CC(=O)NCc3ccc(F)cc3)ccc12 | nt | 5 | 0 | -2 | 7 | -6 | -5
C[C@H](CO)N1C[C@H](C)[C@@H](CN(C)S(C)(=O)=O)Oc2ncc(C#Cc3ccc(F)cc3)cc2C1=O | 1.4 | 1 | 8 | 12 | -4 | -2 | -1
CCn1nc(NC(=O)c2ccco2)c2cc3cc(C)ccc3nc21 | 0.0 | nt | nt | -3 | 3 | 0 | 0
O=C(O)CSc1c2c(nc3cc(C(=O)Nc4cccc(C(F)(F)F)c4)ccc13)CCCC2 | nt | nt | nt | 71* | -4 | -2 | 3
COc1ccc(S(=O)(=O)N(C)C[C@@H]2Oc3ccc(NS(C)(=O)=O)cc3CC(=O)N([C@@H](C)CO)C[C@H]2C)cc1 | nt | 3 | -22 | 5 | 48* | 15 | 2

Compound profiles (already shown). Values in the order: E-selectin induc	PglD inh	Statin myotox sup	S100A4 MyoIIA	DENV2 CPE rescue	ERp5 inh	SIRT5 block
`CCOC(=O)C(Cc1c(F)cccc1Cl)c1ccnc2nc(N)nn12` (configuration not stated) across the screens: 5.6	nt	nt	-7	1	-4	-7
`COc1ccc(S(=O)(=O)N(C)C[C@@H]2Oc3ccc(NS(C)(=O)=O)cc3CC(=O)N([C@@H](C)CO)C[C@H]2C)cc1` across the screens: nt	3	-22	5	48*	15	2

Following part
SMILES | E-selectin induc | PglD inh | Statin myotox sup | S100A4 MyoIIA | DENV2 CPE rescue | ERp5 inh | SIRT5 block
O=C(/C=C/c1ccc(Cl)cc1)N1CCN(CCN2C(=O)c3cccc4cccc(c34)C2=O)CC1 | 0.6 | 7 | -5 | -3 | -2 | -5 | 0
COC(=O)c1ccc(S(=O)(=O)NCCc2ccccc2OC)n1C | 0.1 | nt | 2 | 1 | -2 | 3 | 2
CCc1ccc(OC(C)C(=O)Nc2ccccc2C(=O)N2CCOCC2)cc1 (configuration not stated) | 0.3 | 0 | 5 | -2 | -1 | 1 | -1
COc1ccc(-c2csc(C(O)c3ccc(F)c(OC)c3)n2)cc1 (configuration not stated) | -0.4 | -4 | 25 | -14 | -2 | 2 | -3
Nc1nn(-c2ccccc2)c(N)c1N=Nc1ccccc1F | -1.0 | nt | nt | 5 | -6 | 1 | -1
Cc1cc(NC(=O)CSc2nc(N)c(NC(=O)c3ccccc3)c(=O)[nH]2)no1 | nt | nt | nt | -19 | -6 | 3 | -6
Cc1ccccc1N(C(=O)c1csnn1)C(C(=O)NC1CCCCC1)c1ccncc1 (configuration not stated) | 0.3 | 1 | -24 | -1 | -4 | 0 | 0
C[C@H]1CN([C@@H](C)CO)S(=O)(=O)c2ccc(C#Cc3cccnc3)cc2O[C@@H]1CN(C)C(=O)Nc1ccc2c(c1)OCO2 | -0.5&-0.2 | 4&5&4 | -2&-19&-29 | 17&-3&4 | -3&8&-10 | -1&1&2 | 6&2&4
O=C(CCc1nc2sc3c(c2c(=O)[nH]1)CCCC3)NCCc1ccc(Cl)cc1 | 1.2 | -4 | 9 | 2 | 9 | 2 | 1
CC(C)c1ccc(NC2CCCN(C(=O)c3cscn3)C2)cc1 (configuration not stated) | -0.3 | 1 | -2 | -1 | -2 | 1 | -2
C[C@@H]1CCCCO[C@H](CN(C)C(=O)Nc2ccc(C(F)(F)F)cc2)[C@H](C)CN([C@H](C)CO)C(=O)c2cc(NC(=O)C3CCCCC3)ccc2O1 | 0.1 | -1 | -113 | 3 | 32* | 0 | -2
COCCCNC(NC(=O)c1ccc(OC)cc1)C(Cl)(Cl)Cl (configuration not stated) | nt | 4 | 1 | -4 | 1 | -5 | 0
COc1ccc(CN(C)CC(=O)N2CCc3ccccc3C2)cc1 | nt | 4 | 8 | 0 | 7 | 0 | -2
Cc1ccc(NC(=O)Nc2c(Cl)cccc2Cl)cn1 | -0.1 | -4 | -1 | -1 | 15 | 6 | -4
Cc1cccc(O)c1C | nt | 0 | 10 | -7 | 16 | 6 | 2
CCOC(=O)c1c(C)[nH]c(N=Nc2cccc(OC)c2)c1C | 1.5 | -6 | 1 | -4 | 4 | -2 | -4
Cc1ccc(NC(=O)C2CC(=O)N(c3ccc4c(c3)OCCO4)C2)cc1S(=O)(=O)N1CCCCCC1 (configuration not stated) | nt | 0 | 19 | 4 | 0 | 0 | 16*
CC(C)[C@H](NC(=O)OC(C)(C)C)C(=O)N1CCC(C(=O)N[C@@H](C)C(=O)Nc2ccc(F)cc2)CC1 | 0.0 | -1 | -1 | 2 | 8 | 3 | -3
CC[n+]1cc(C)ccc1/C=C/c1ccc(N(C)C)cc1 | 11 | -2 | -48 | -112 | 6 | 4 | 8
CCCCN1CCCCC1C(=O)Nc1c(C)cccc1C (configuration not stated) | 0.1 | -5 | 8 | -1 | -10 | -3 | 1
C[C@@H]1CCCCO[C@H](CN(C)C(=O)c2ccccc2)[C@@H](C)CN([C@H](C)CO)C(=O)c2cc(NC(=O)Nc3ccccc3)ccc2O1 | nt | 3 | nt | -56 | 3 | -1 | 5
Cc1cc(C)cc(NC(=O)c2cccc(NC(=O)c3ccco3)c2)c1 | -0.1 | 5 | nt | 0 | 14 | -3 | -4
CCCC(=O)N1CC2(CN(C)C2)c2c(n(C)c3cc(OC)ccc23)[C@@H]1CO | -0.2 | nt | nt | 9 | -2 | 2 | nt
COc1ccc(-c2csc(NCCc3nc4cc(Cl)c(Cl)cc4n3CCCO)n2)cc1 | -0.3 | -3 | 0 | 32 | -13 | -3 | nt
Cc1cc(O)c(C(=O)Nc2cccc(Cl)c2)c(=O)n1C | 15 | 0 | -6 | -4 | -4 | 20 | -2
SMILES | E-selectin induc | PglD inh | Statin myotox sup | S100A4 MyoIIA | DENV2 CPE rescue | ERp5 inh | SIRT5 block
O=C(CN1C(=O)CCS(=O)(=O)c2ccccc21)Nc1ccccc1F | nt | 1 | -7 | -6 | ? | -5 | -1
CC(C)NC(=O)N[C@@H]1CC[C@H](CCNS(=O)(=O)c2ccc(Cl)cc2)O[C@H]1CO | 0.0 | 4 | -9 | -3 | -2 | 13 | -8
COc1cccc(C2(C)NC(=O)N(CC(=O)c3cc(C)n(C4CC4)c3C)C2=O)c1 (configuration not stated) | -0.2 | 3 | 4 | -3 | 19 | 1 | 0
CCOc1ccc(Br)cc1C(=O)N/N=C/c1ccc([N+](=O)[O-])cc1 | nt | nt | nt | -3 | 4 | 1 | -11
Cc1cccc(OC(C)C(=O)Nc2nccs2)c1 (configuration not stated) | -0.7 | -3 | -2 | -1 | -6 | -16 | 1
CNC(=S)Nc1cc(OC)c(NC(=O)c2ccco2)cc1OC | nt | nt | nt | -1 | -2 | 0 | -10
Cc1ccc(S(=O)(=O)N2C[C@H]3C(=O)C[C@@H](c4ccccc4)N(S(C)(=O)=O)[C@H]3C[C@H]2c2ccccc2)cc1 | -0.3 | 0 | 3 | 1 | -4 | -9 | -4
C#CCN1CC(COCCCC)Oc2cccc(Oc3ccc(C(C)(C)C)c(C)c3)c2S1(=O)=O (configuration not stated) | 2.4 | nt | nt | 0 | 0 | -2 | -3
O=C1C(=Cc2cccs2)CCc2ccccc21 | 0.4 | nt | nt | -7 | 5 | -6 | nt
Cc1ccc(C(=O)C=Cc2cccc(C)c2)cc1 | -0.1 | 5 | 5 | 1 | ? | 0 | -4
Cc1ccc(S(=O)(=O)NCC[C@@H]2CC[C@H](NC(=O)c3ccccn3)[C@H](CO)O2)cc1 | 0.2 | 0 | -10 | 5 | 8 | 3 | 10
CC(C)CNC(=O)c1cc([N+](=O)[O-])ccc1N1CCOCC1 | nt | nt | nt | -5 | 3 | -1 | 1
CC1(C)C2CC=C(/C=N/NC(=S)Nc3cccnc3)C1C2 (configuration not stated) | nt | nt | nt | 1 | 3 | -2 | nt
O=c1oc(C2(O)CCCCC2)cc2ccc(-c3ccc4[nH]ccc4c3)cc12 | 0.0 | -2 | -23 | 1 | -1 | -2 | nt
COC(=O)[C@@H](Cc1c[nH]c2ccccc12)NCc1cccc(B(O)O)c1 | -0.1 | 1 | 2 | -2 | -4 | 2 | nt
Cc1ccc(NC(=O)COC(=O)CCC(=O)c2cccs2)c(C)c1 | 0.9 | 5 | -8 | -5 | -2 | 6 | -3

Compound activity: PubChem, Broad Institute
